iPSC survival up – hiPSC single-cell survival enhancement; ATPlite luminescence; 100% = ROCK inhibitor wells, 0% = DMSO; survival enhancement, % at 20 µM; actives 0.044% (n = 360,000); AID 602274; in the data active = survival enhancement above about 18%;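 also: cells exposed to compounds for 16 hours before the ATP read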
NR2E3 ag-1 – agonists of human NR2E3 nuclear receptor. actives 0.35% (n = 360,000). Q9Y5X4. CHO-S Gal4-NCOR/VP16-NR2E3 two-hybrid, luciferase. AID 602229. inhibition of corepressor binding, % at 3.98 µM;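 active = inhibition above the mean of all tested compounds plus 3 SD, cut at about 70% in these data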;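 also: 0% = DMSO with NR2E3 transfected cells and 100% = cells lacking NR2E3 construct; higher means lower luciferase signal from less NR2E3 corepressor binding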
Target sequence (Q9Y5X4 whole entry, looked up, the tested form may be a part): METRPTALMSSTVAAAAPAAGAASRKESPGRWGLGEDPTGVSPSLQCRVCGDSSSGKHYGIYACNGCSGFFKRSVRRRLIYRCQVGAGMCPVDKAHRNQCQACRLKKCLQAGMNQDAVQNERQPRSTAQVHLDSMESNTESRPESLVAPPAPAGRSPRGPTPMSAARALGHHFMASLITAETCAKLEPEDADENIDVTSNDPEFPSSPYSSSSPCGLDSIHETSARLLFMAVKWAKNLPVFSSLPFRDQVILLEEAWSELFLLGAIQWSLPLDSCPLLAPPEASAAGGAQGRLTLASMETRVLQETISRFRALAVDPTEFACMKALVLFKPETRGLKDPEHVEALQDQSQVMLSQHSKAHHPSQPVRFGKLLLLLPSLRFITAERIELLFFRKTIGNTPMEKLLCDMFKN
aDG glyco up – alpha-DG glycosylation activation | actives 0.22% (n = 360,000) | Pro5-aDG cells, alpha-DG glycosylation AlphaScreen (IIH6); 0% Pro5, 100% B10-LARGE cell signal | AID 624168 | activation, % at 10 µM;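 active = activation of at least 8% versus controls, or a plate z-score of at least 8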;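 also: Pro5 are CHO cells carrying HIG-tagged alpha-DG that lacks glycosylation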
HIF-2a inh – blocks HIF-2a reporter activity; 786-0 RCC cells HIF-2a reporter, luciferase luminescence, overnight; inhibition, % at 18.8 µM; actives 0.72% (n = 360,000); AID 624352;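 active = inhibition of the luminescence signal of 40% or more relative to plate controls, in a single-dose primary screen at 18.75 µM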
CF NFkB inh – blocks PAF-induced NF-kB reporter in cystic fibrosis cells | KKLEB NF-kB-GFP reporter, GFP fluorescence overnight | inhibition, % at 5 µM | actives 0.86% (n = 360,000) | AID 588850;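 active = at least 50% inhibition at 5 µM, scaled per plate between neutral and stimulator controls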;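 also: PAF is a Pseudomonas aeruginosa culture filtrate used as stimulus; plate controls were PAF-stimulated DMSO wells for no effect and unstimulated DMSO wells for full effect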
Shn3 3UTR inh – inhibitors of Schnurri-3 3'UTR reporter in osteoblasts; AID 588674; actives 0.52% (n = 360,000); Clone20 osteoblast Shn3 3'UTR firefly luciferase, 24 h; inhibition, % at 12.5 µM;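 active = mean inhibition of at least 75% with every replicate also reaching 75%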;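 also: 0% = median of neutral control wells and 100% = pilot-screen positive control compound; some compounds past the cut are filed as inactive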
TWEAK Fn14 block – TWEAK-Fn14 signaling inhibition. TWEAK-stimulated Fn14 reporter cells, luciferase luminescence, 8 h. inhibition, % at 10 µM. actives 2% (n = 360,000); in the data active = inhibition above about 50%
Peg3 prom inh – Peg3 promoter activity inhibition | actives 1.7% (n = 360,000) | HeLa PEG-Prom luciferase reporter, luminescence, overnight | inhibition, % at 20 µM;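 active = inhibition of at least 50% at 20 µM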
KKLEB tox – CF airway cell cytotoxicity counter-screen | KKLEB CF airway cells viability, ATPlite luminescence, overnight; stronger effect = lower value; cells stimulated with P. aeruginosa culture filtrate | activity change (cytotoxicity), % at 5 µM | actives 0.36% (n = 360,000) | AID 602141;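 active = corrected activity change at or below -50% at 5 µM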
TRPM1 prom inh – inhibitors of MITF-driven TRPM1 promoter in melanoma cells | SK-MEL-5 TRPM1 promoter luciferase, 24 h | inhibition, % at 12.5 µM | actives 0.83% (n = 330,000) | AID 488899;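 active = mean inhibition across replicates of 60% or more, whatever share of single replicates reaches that level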; also: values of inactives mirror those of a sister screen read the other way
NR2E3 ag-2 – activates human photoreceptor nuclear receptor NR2E3 | AID 2300 | Q9Y5X4 | actives 0.12% (n = 320,000) | inhibition of corepressor binding, % at 4.78 µM | GST-NR2E3/biotin-RetCOR TR-FRET, 1536-well;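 active = percent inhibition above the cutoff of mean plus 3 SD of all tested compounds, set per screening campaign, cut at about 20% in these data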;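 also: 0% = DMSO wells and 100% = biotin wells as full block of FRET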
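Test system – NR2E3–RetCOR corepressor complex · Quantity – NR2E3 fusion 1.35 nM · Buffer or medium – Tris pH 7.5 · Incubation – Compound–protein incubation for 5 h at 4 °C · Technique – TR-FRET, Eu(K)-anti-GST donor, streptavidin-D2 acceptor, ex 340, em 617/671 nm · Evaluation – percent inhibition of 671/617 nm emission ratio versus biotin and DMSO controls · Plate – 1536-well format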
Numbers without * were called inactive; . = no result given. No enrichment for hits; any-hit rate near 4.4%.

SMILES | iPSC survival up | NR2E3 ag-1 | aDG glyco up | HIF-2a inh | CF NFkB inh | Shn3 3UTR inh | TWEAK Fn14 block | Peg3 prom inh | KKLEB tox | TRPM1 prom inh | NR2E3 ag-2
O=C(Nc1ccccc1C(=O)N/N=C/c1ccco1)c1ccccc1Cl | -1.1 | -4 | 0.1 | -7 | -5 | 1 | -8 | 10 | -18 | 7 | 4
O=C(c1ccccc1)N1CCN(C(=O)c2ccccc2Br)CC1 | 2.0 | 6 | 0.2 | 17 | 10 | 12 | -15 | -2 | 0 | -1 | -1
Cc1ccc(C)c(NC(=O)Cc2nc(CNCC(C)C)cs2)c1 | -0.7 | -7 | 0.0 | 14 | -10 | -16 | 4 | 1 | -1 | -1 | 2
CC1CCCC(NC(=O)COC(=O)CN2C(=O)C3CCCCC3C2=O)C1C (stereo not drawn) | 0.9 | 3 | -0.2 | 24 | -14 | -6 | 50* | 1 | 1 | 21 | -4
Cc1ccc2c(c1)C(=O)CC(O)(C(F)F)O2 (stereo not drawn) | -0.2 | -12 | 0.0 | 14 | -16 | 10 | -7 | 3 | 10 | 0 | 0
CS(=O)(=O)c1ccc(Cl)c(NC(=O)Cc2c(Cl)cccc2Cl)c1 | 1.0 | 6 | 0.0 | 14 | 9 | -3 | 4 | -4 | 2 | -21 | 3
CC1(c2nnnn2Cc2ccccc2)CCC(=O)N1Cc1cccs1 (stereo not drawn) | 0.0 | -8 | 0.0 | 3 | . | . | -1 | . | . | . | .
CCCCN(C)C(=O)c1[nH]c(C(F)(F)F)nc1-c1ccccc1 | 3.4 | 19 | -0.3 | -2 | 18 | -13 | 9 | 3 | -10 | . | .
N#CC1(NC(=O)COc2ccc(S(=O)(=O)N3CCCC3)cc2[N+](=O)[O-])CCCCC1 | 0.6 | -16 | -0.1 | 21 | -8 | 0 | 3 | 15 | 7 | 10 | 2
CCCn1c(SCC(=O)NCc2ccc(OC)cc2)n[nH]c1=O | -0.4 | -12 | 0.5 | 10 | -1 | -41 | -2 | -9 | 0 | 3 | 3
CC1=NN(C(C#N)c2ccc(F)cc2)C(C)(C)C1 (stereo not drawn) | -1.1 | -16 | -0.2 | 13 | 0 | -3 | 7 | 18 | 6 | -13 | 7
S=c1[nH]cnc2scc(-c3ccccc3)c12 | -0.8 | 33 | 0.2 | 25 | 9 | 1 | 43 | -7 | 5 | -2 | -1

Some of these compounds in order of the NR2E3 ag-1 value, highest first:
Molecule	NR2E3 ag-1
O=C(c1ccccc1)N1CCN(C(=O)c2ccccc2Br)CC1	6
CC1CCCC(NC(=O)COC(=O)CN2C(=O)C3CCCCC3C2=O)C1C (stereo not drawn)	3
O=C(Nc1ccccc1C(=O)N/N=C/c1ccco1)c1ccccc1Cl	-4
Cc1ccc(C)c(NC(=O)Cc2nc(CNCC(C)C)cs2)c1	-7
Cc1ccc2c(c1)C(=O)CC(O)(C(F)F)O2 (stereo not drawn)	-12
CC1=NN(C(C#N)c2ccc(F)cc2)C(C)(C)C1 (stereo not drawn)	-16

More records follow:
SMILES | iPSC survival up | NR2E3 ag-1 | aDG glyco up | HIF-2a inh | CF NFkB inh | Shn3 3UTR inh | TWEAK Fn14 block | Peg3 prom inh | KKLEB tox | TRPM1 prom inh | NR2E3 ag-2
O=C(N/C(=C\c1ccc([N+](=O)[O-])cc1)C(=O)N1CCCCC1)c1ccc(Br)o1 | 0.9 | -28 | 0.1 | 12 | 10 | -13 | -10 | 17 | -10 | 8 | 0
COc1ccccc1OCCCC(=O)Nc1nccs1 | -2.7 | -30 | -0.2 | -232 | 9 | -73 | -5 | -207 | 7 | -54 | 1
Cc1[nH]nc2c1C(c1cccs1)C1=C(CC(C)(C)CC1=O)N2 (stereo not drawn) | -0.6 | -3 | 0.0 | 13 | -26 | 0 | -10 | 30 | 3 | -11 | 4
COc1ccc(/C=C(/NC(=O)c2ccc(Br)cc2)C(=O)Nc2cccc(C(=O)O)c2)cc1 | -0.1 | -22 | -0.2 | -6 | 20 | -8 | -9 | 10 | -8 | . | .
COc1cc(-c2nc3ccc(N4CCN(C)CC4)cc3[nH]2)cc(OC)c1OC | 0.6 | -12 | -0.5 | -80 | -52 | -10 | 15 | -67 | -6 | -8 | 0
COc1cc2c(cc1OC)CN(C(=O)/C=C/c1cccs1)CC2 | -0.2 | -31 | -0.1 | -7 | 18 | 0 | 5 | 4 | -15 | 18 | -2
CC(=O)Nc1ccc(/C=N/NC(=O)c2cc(-c3ccco3)nc3ccccc23)cc1 | 0.4 | -11 | -0.1 | -14 | -9 | -5 | -9 | -11 | 4 | -6 | -1
COc1ccc(S(=O)(=O)N(C)CC(=O)NC2CCCCC2)cc1Cl | -1.1 | 2 | -0.2 | 26 | 2 | 4 | -15 | 15 | 11 | 7 | 5
CCOc1ncccc1C(=O)Nc1ccc(-c2ccc3nnc(C)n3n2)cc1 | -0.2 | 4 | 0.1 | -9 | -27 | -13 | -33 | -4 | -3 | -10 | 1
COc1ccc(/C=C/C(=O)OCC(=O)N2CCCC2)c(OC)c1 | 0.1 | -32 | 0.0 | -28 | -9 | -21 | -21 | -11 | -25 | -10 | 1
CCn1c(SCC(=O)Nc2ccc(F)cc2)nnc1-c1cnccn1 | -0.4 | 5 | 0.1 | -3 | -5 | -11 | -7 | -11 | 2 | -2 | 1
Cc1ccc(CN2C(=O)CSC2c2ccccc2F)cc1 (stereo not drawn) | 0.5 | -10 | 0.0 | 19 | -2 | 0 | -3 | 4 | -10 | 9 | 1
CS(=O)(=O)NNC(=O)c1csc(Cc2c(Cl)sc3ccc(Cl)cc23)n1 | 0.9 | -1 | 0.0 | 17 | 12 | -11 | -10 | 19 | -1 | -2 | 0
COc1cc2c(cc1OC)C(C(=O)NCCN1CCOCC1)C1c3ccccc3CCN1C2=O (stereo not drawn) | 0.0 | 0 | 0.2 | 24 | -7 | -10 | -4 | 9 | 6 | 8 | 1
O=c1cc(CN2CCCCCC2)nc2sccn12 | 0.2 | 2 | -0.5 | 14 | 13 | -1 | 2 | 17 | -8 | 12 | 1
Cc1ccc(-c2cc(-c3cccs3)[nH]n2)c(O)c1 | -1.2 | -145 | 0.0 | -205 | -14 | -106 | -19 | -336 | 2 | -43 | -1
O=C(NCc1ccccc1F)c1ccc2ccccc2n1 | 0.1 | -41 | -0.1 | -77 | -6 | 4 | 8 | -53 | 0 | -19 | -4
CC(NC(=O)CSc1nnc2n1CCCCC2)c1ccccc1Cl (stereo not drawn) | -0.4 | -8 | 2.2 | 7 | 19 | 19 | -8 | -11 | -12 | 4 | -2
O=C(CCCn1c(SCC(=O)Nc2ccccc2C(F)(F)F)nc2ccccc2c1=O)NCC1CCCO1 (stereo not drawn) | 0.7 | -4 | 0.2 | -6 | -4 | 4 | -19 | -3 | 9 | -12 | -3
CC(Oc1ccc(C(C)(C)C)cc1)C(=O)NC1CC(C)(C)NC(C)(C)C1 (stereo not drawn) | -0.5 | -14 | 0.5 | 7 | 18 | 0 | 1 | 9 | -3 | -4 | 2
O=C(O)/C=C/c1ccc(S(=O)(=O)N(CCO)CCO)cc1 | 3.6 | -27 | 0.1 | 4 | 5 | 12 | -29 | -3 | 16 | 9 | 2
CCOC(=O)c1c(C)[nH]c(C(=O)CN2C(=O)C(=O)N(CC(C)C)C2=O)c1C | -1.5 | 1 | 0.1 | -21 | -23 | -6 | 1 | -4 | 9 | -4 | -3
CCN(CC)CCCNC(=S)N1CCn2c(nc3ccccc32)C1 | -3.5 | 6 | -0.2 | 10 | -5 | -14 | 3 | 7 | 2 | -6 | 2
O=C(OCC1CC(c2ccccc2Cl)=NO1)c1ccc(Br)cc1 (stereo not drawn) | -0.1 | -4 | -0.2 | 10 | 1 | 4 | 5 | 11 | -2 | 4 | 2

Only NR2E3 ag-2, CF NFkB inh and KKLEB tox (2 entries from above):
mol | NR2E3 ag-2 | CF NFkB inh | KKLEB tox
O=c1cc(CN2CCCCCC2)nc2sccn12 | 1 | 13 | -8
Cc1ccc(-c2cc(-c3cccs3)[nH]n2)c(O)c1 | -1 | -14 | 2

The list continues.
SMILES | iPSC survival up | NR2E3 ag-1 | aDG glyco up | HIF-2a inh | CF NFkB inh | Shn3 3UTR inh | TWEAK Fn14 block | Peg3 prom inh | KKLEB tox | TRPM1 prom inh | NR2E3 ag-2
CCOc1ccc2nc(NC(=O)C3CSC4(C)CCC(=O)N34)sc2c1 (stereo not drawn) | -3.6 | -31 | 0.2 | -101 | -7 | -15 | 13 | -46 | 1 | -30 | 2
Cn1ccc2c(N3CCOCC3)cc3c(c21)C1CCC3C1 (stereo not drawn) | 1.5 | 13 | -0.3 | 14 | -8 | 5 | -12 | 16 | 1 | . | .
c1ccc2c(c1)CCCN2c1nc(N2CCOCC2)nc(N2CCOCC2)n1 | -0.3 | -12 | 0.0 | 30 | 4 | -99 | -20 | 17 | -8 | 4 | 1
Cc1ccnc(Nc2nc(-c3ccc(Cl)cc3)cs2)c1 | -0.1 | -67 | 0.1 | -278 | -2 | -94 | 28 | -272 | 6 | -17 | -3
O=C(CCl)N1CCN(S(=O)(=O)c2ccc3c(c2)CCC3)CC1 | 0.5 | -14 | -0.2 | 25 | -23 | -4 | 11 | 50* | -16 | 66* | 2
O=C(Nc1ccc(CN2CCOCC2)cc1)c1cccc(F)c1 | 6.9 | -78 | 1.9 | -228 | 5 | -125 | -4 | -195 | -10 | -87 | 0
CC1CN(C(=O)CSc2nnc(-c3ccncc3)n2-c2ccccc2)CC(C)O1 (stereo not drawn) | 0.7 | -5 | 0.0 | 3 | 7 | 7 | 3 | -10 | -7 | 4 | 1
CC(=O)N1CCc2cc(S(=O)(=O)NC3CCCc4ccccc43)ccc21 (stereo not drawn) | -2.2 | 67 | 3.2 | 13 | -9 | 69 | 3 | 32 | -2 | 19 | 3
Cc1ccc(S(=O)(=O)N2CCC(=O)N([C@H](COCc3ccc(Cl)c(Cl)c3)Cc3ccccc3)CC2)cc1 | 0.1 | -13 | 0.4 | 3 | . | . | 0 | . | . | . | .
CCC(C)NC(=O)c1cc(-c2cccs2)nc2ccccc12 (stereo not drawn) | 0.4 | 13 | 0.0 | 19 | 7 | -9 | 26 | 15 | -19 | 6 | -2
COc1ccc(C2=Nn3c([n+](C)c4ccccc43)SC2)cc1 | -0.4 | 9 | -0.1 | 14 | 15 | 82 | -18 | 7 | -24 | 59 | -5
OCc1nc2ccccc2n1CCCc1ccccc1 | 0.1 | -47 | -0.1 | -17 | -16 | -20 | -34 | -26 | 3 | . | .
CCOC(=O)Cc1nn(CC)c(=O)c2ccccc12 | 0.7 | -26 | 0.8 | 17 | 11 | -2 | 2 | 13 | -4 | 8 | 3
CCOC(=O)CN1C(=O)/C(=C/c2c(F)cccc2Cl)Oc2ccccc21 | -0.4 | -6 | -0.1 | -38 | 16 | -26 | -27 | 6 | 0 | 4 | -1

Screening data (PubChem BioAssay)
